# Source: PubChem BioAssay (several laboratories)
# KCNQ1 pot: potentiators or activators of KCNQ1 channel, primary screen, cell-based, thallium flux, high-throughput. hit rate 0.35% among 310,000. B-score at 10 µM. CHO-K1 KCNQ1, thallium flux FluxOR fluorescence; active compounds read high. Potassium voltage-gated channel subfamily KQT member 1 (Homo sapiens), P51787;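 active = fluorescence ratio B-score, a plate-corrected score, at least three library SD, with initial intensity B-score within 5 SD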
#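 System: CHO-K1 cells stably expressing KCNQ1 / Medium: assay buffer for compound exposure, DMSO matched across wells / Reagent: thallium- and potassium-containing depolarizing buffer / Compound: one concentration, matched DMSO / Incubation: 20 min compound pretreatment at room temperature / Measured by: kinetic FluxOR fluorescence, 10 s baseline plus 110 s post-stimulus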
# ANO1 activ: TMEM16A chloride channel activators or potentiators, primary screen, cell-based, HTS. Anoctamin-1 (Mus musculus), Q8BHY3. HEK293 TMEM16A/YFP-H148Q/I152L, iodide quench fluorescence; active compounds read low. B-score at 10 µM. hit rate 0.3% among 340,000. AID 623877, 2012;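 active = fluorescence-ratio B-score plate-corrected deviation score at least 3 library SD below zero, with starting fluorescence score within 5 deviations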;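 note: channel opened by trigger with iodide after compound preincubation; score built on the fluorescence ratio of max minus min over baseline; more negative score means more quench and so TMEM16A activation or potentiation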
# KCNQ1 inh: inhibitors of human KCNQ1 channel, primary screen, cell-based, thallium flux, high-throughput; CHO-K1 KCNQ1, FluxOR thallium flux fluorescence; active compounds read high; Potassium voltage-gated channel subfamily KQT member 1 (Homo sapiens), P51787; hit rate 1.3% among 310,000; B-score at 10 µM; AID 2642, 2010;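 active = compounds whose thallium flux B-score, printed positive for inhibition, exceeds three library SD while starting fluorescence stays within three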;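 note: channel opened by potassium depolarization with thallium stimulus after 20 min compound exposure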
# TMEM16A inh: TMEM16A chloride channel inhibitors, primary screen, cell-based, HTS | HEK293 TMEM16A/YFP iodide influx fluorescence, ionomycin | normalized B-score (activity score, 25-100; higher = stronger inhibition) at 10 µM | hit rate 1.2% among 310,000 | AID 588511, 2011;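 active = ratio plate-corrected score three or more library SD toward inhibition, starting fluorescence score within five deviations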;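 note: score derived from kinetic fluorescence span divided by baseline fluorescence per well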
# KCNK9 inh: KCNK9 potassium channel inhibitors, primary screen, HEK293 cells, thallium flux | Potassium channel subfamily K member 9 (Homo sapiens), Q9NPC2 | FluxOR thallium flux fluorescence; active compounds read low | B-score at 10 µM | hit rate 1.2% among 310,000;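 active = ratio B-score over 3 SD below the library mean, with starting fluorescence within 5 SD of its mean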;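 note: negative B-score means less thallium flux so channel inhibition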
# RGS4 inh: RGS4 inhibitors, primary screen, cell-based, HEK293 M3R inducible RGS4, calcium flux; B-score at 10 µM; Fluo-4 calcium flux; active compounds read high; triggered by carbachol at its EC20; hit rate 0.45% among 310,000;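 active = B-score, a plate-corrected calcium signal, over three deviations above library mean, with baseline fluorescence within five deviations of library mean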;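 note: RGS4 expression induced by doxycycline in cells with stable M3 receptor; B-score is computed from the integrated fluorescence ratio over baseline after carbachol; higher B-score means a larger calcium signal and so more RGS4 inhibition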
# hERG protect: hERG rescue from dofetilide block, primary screen, cell-based, CHO-hERG, FluxOR thallium flux, dofetilide IC70; Voltage-gated inwardly rectifying potassium channel KCNH2 (Homo sapiens), Q12809; dofetilide IC70 present; activation (rescue from dofetilide block), less the hit threshold, % at 10 µM; hit rate 0.51% among 310,000;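 active = activation above the mean of controls blocked by dofetilide plus 5 SD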;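 note: thallium influx through hERG after potassium depolarization seen as dye fluorescence rise; in these data hits start at about 4.7%; inactives centre near -7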
# Target sequence (Q12809 whole entry, looked up): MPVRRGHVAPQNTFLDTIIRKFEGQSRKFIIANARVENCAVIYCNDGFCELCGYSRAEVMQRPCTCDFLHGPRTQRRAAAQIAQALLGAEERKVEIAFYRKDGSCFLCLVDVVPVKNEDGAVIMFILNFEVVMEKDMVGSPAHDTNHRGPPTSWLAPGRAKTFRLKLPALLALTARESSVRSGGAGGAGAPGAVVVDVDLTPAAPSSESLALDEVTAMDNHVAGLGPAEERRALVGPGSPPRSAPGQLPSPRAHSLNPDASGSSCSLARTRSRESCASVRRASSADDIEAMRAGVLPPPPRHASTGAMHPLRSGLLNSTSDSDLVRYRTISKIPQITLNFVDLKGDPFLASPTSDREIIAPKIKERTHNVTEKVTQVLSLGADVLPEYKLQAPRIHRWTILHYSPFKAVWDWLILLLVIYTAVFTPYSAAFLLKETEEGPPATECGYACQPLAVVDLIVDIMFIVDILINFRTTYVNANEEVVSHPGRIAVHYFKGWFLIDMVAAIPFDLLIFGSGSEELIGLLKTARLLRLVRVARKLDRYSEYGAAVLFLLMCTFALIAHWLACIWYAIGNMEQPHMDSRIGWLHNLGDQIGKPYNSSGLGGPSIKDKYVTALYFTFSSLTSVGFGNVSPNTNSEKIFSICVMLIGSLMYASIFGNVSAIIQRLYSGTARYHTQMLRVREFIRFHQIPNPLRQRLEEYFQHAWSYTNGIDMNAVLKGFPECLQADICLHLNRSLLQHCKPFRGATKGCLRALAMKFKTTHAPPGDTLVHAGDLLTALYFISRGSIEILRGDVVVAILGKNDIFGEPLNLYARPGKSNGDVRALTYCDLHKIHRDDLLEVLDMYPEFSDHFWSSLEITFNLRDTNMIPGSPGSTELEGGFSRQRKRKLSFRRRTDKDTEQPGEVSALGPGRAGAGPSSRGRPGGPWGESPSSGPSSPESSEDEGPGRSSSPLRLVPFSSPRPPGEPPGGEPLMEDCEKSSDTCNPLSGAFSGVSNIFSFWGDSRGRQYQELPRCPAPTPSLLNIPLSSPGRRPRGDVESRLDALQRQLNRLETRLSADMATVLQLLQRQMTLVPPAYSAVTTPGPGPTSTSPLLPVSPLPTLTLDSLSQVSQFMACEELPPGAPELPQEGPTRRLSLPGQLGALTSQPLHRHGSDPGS
# SKKanGAS inh: S. pyogenes SKKanGAS growth inhibitors in kanamycin, primary screen, streptokinase expression inhibitor project, SKKanGAS strain, BacTiter-Glo luminescence | inhibition, % at 7.5 µM | 6 h | hit rate 1.3% among 300,000;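 active = mean replicate score, as percent of positive control median, at least 50; inconclusive = mean below 50 but one replicate at or above 50; inactive = mean and every replicate below 50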;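 note: strain carries kanamycin resistance gene driven by streptokinase promoter and grows in 40 µg/ml kanamycin; loss of luminescence reflects streptokinase promoter inhibition or plain growth inhibition; 0% = median of DMSO wells and 100% = positive control at its reference dose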
# KCNK3 block: human KCNK3 channel inhibitors, primary screen, CHO cells, FluxOR thallium flux, B-score | Potassium channel subfamily K member 3 (Homo sapiens), O14649 | FluxOR fluorescence; active compounds read low | B-score at 10 µM | hit rate 0.84% among 340,000 | AID 602410, 2012;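 active = B-score under library mean minus 4 SD, starting fluorescence ratio at most library mean plus 5 SD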;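 note: more negative B-score means stronger inhibition of thallium flux through KCNK3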
# HDAC3 inhib: HDAC3 deacetylase inhibitors, primary screen, biochemical, fluorescence, cell-free homogeneous | hit rate 0.15% among 320,000 | Histone deacetylase 3 (Homo sapiens), O15379 | inhibition, % at 8.3 µM | recombinant HDAC3, fluorogenic peptide/trypsin coupled; in the data active = inhibition above about 26%, passing the limit was not always enough; inconclusive = no clear call, values can overlap the other calls
# RGS4 act: RGS4 potentiators or activators, primary screen, cell-based, HEK293 M3R inducible RGS4, calcium flux | hit rate 0.92% among 310,000 | AID 463111, 2010 | B-score at 10 µM | carbachol calcium flux Fluo4; active compounds read low;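 active = B-score of the integrated calcium signal more than 4 SD below the library mean, with starting fluorescence not abnormally high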;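 note: negative B-score means reduced calcium response which marks RGS4 activation or potentiation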
#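 test system = M3R-expressing HEK293 line, RGS4 induced by doxycycline | probe or stimulus = carbachol at ECmax as muscarinic agonist stimulus | timing = dye loading 30 min 37 °C, buffer rest 30 min RT | signal = calcium dye Fluo4 fluorescence | evaluation = B score from integrated fluorescence ratio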
# Starred values were filed as active, the others as inactive; i = inactive; ? = inconclusive; · = no result given.
SMILES,KCNQ1 pot,ANO1 activ,KCNQ1 inh,TMEM16A inh,KCNK9 inh,RGS4 inh,hERG protect,SKKanGAS inh,KCNK3 block,HDAC3 inhib,RGS4 act
COc1ccc(OC)c(CNC(=O)CCn2c(=O)c3cccn3c3ccc(F)cc32)c1,i,i,i,i,i,i,-5,1,i,4,i
CCOC(=O)CCCn1nc(C)n2c(cc3sccc32)c1=O,i,i,i,i,i,i,-6,-10,i,-6,i
COc1ccccc1-n1c(Cc2cccs2)n[nH]c1=S,i,i,i,i,i,i,-8,-14,i,-1,i
COC(=O)NNC(=O)Cc1cccc2ccccc12,i,i,i,i,i,i,-5,0,i,-2,i
O=C(NCCc1ccccc1Cl)c1ccc2nc3ccccc3c(=O)n2c1,i,i,i,i,i,i,-8,20,i,-12,i
CC1CCCN(C(=O)C2CCN(S(=O)(=O)c3cccc4nonc34)CC2)C1 (stereo not given),i,i,i,i,i,i,-6,14,i,13,i
Cc1ccc(CSc2nc(N)cc(=O)[nH]2)cc1,i,i,i,i,i,i,-2,-2,i,0,i
COc1cc(C(=O)N=C2SC3CS(=O)(=O)CC3N2c2ccccc2)cc(OC)c1OC (stereo not given),i,i,i,i,i,i,-5,1,i,-2,i
CC(C)Cc1nc(NCCN2CCOCC2)c(C#N)c2c1COC(C)(C)C2,i,i,i,i,i,i,-10,3,i,0,i
COc1ccccc1CNCc1cccc(Oc2ccccc2)c1,8*,i,i,i,i,i,-15,-2,i,-2,i
Cc1ccc(Cl)cc1-c1ccc(/C=N/n2cnnc2)o1,i,i,i,i,i,i,-4,-5,i,-3,i
CCOC(=O)NC1Cc2ccccc2C1Sc1ccccn1 (stereo not given),i,i,i,i,i,i,-3,4,i,5,i
CCN(CC)C(=O)CSC1=C(C#N)C(c2ccco2)C(C(=O)OCCOC)=C(C)N1 (stereo not given),i,i,i,i,i,i,-10,0,i,3,i
CCOC(=O)C1(Cc2ccc(OC)cc2)CCN(C(=O)c2cc(C)nn2C)CC1,i,i,i,i,i,i,-11,-13,i,11,i
O=C(CNc1cccc(C(F)(F)F)c1)N/N=C/c1ccccc1C(=O)O,i,i,i,i,i,i,-10,-9,i,?,i
COc1ccc(/C=C/C(=O)N2CCN(C)CC2)cc1OC,i,i,i,i,i,i,-5,1,i,2,i
CC(NC(=S)NC1CCCCC1)C(c1ccccc1)N1CCOCC1 (stereo not given),i,i,i,i,i,i,-10,-5,i,1,i
Nc1nc(SCc2ccc([N+](=O)[O-])cc2)nc2nc3c(cc12)CCCC3,i,i,i,i,i,i,-5,13,i,-9,i
COC(=O)c1ccc(C2/C(=C(/O)c3ccc(OC)cc3)C(=O)C(=O)N2Cc2ccco2)cc1 (stereo not given),i,i,i,i,i,i,-6,-6,i,3,i
CC(=O)Nc1cccc(NC(=O)C(=O)Nc2ccc3c(c2)N(C(=O)C2CC2)CCC3)c1,i,i,i,·,i,i,-13,1,i,·,i
Cc1ccc(C2(CC(=O)Nc3nccs3)CCOC(C(C)C)C2)cc1 (stereo not given),i,i,i,i,i,i,-9,4,i,-1,i
O=C(O)Cn1c2ccccc2c2ccccc21,i,i,i,i,i,i,-10,2,i,9,i
CCOc1ccc(C2NC(=O)C(C#N)=C(S)N2c2ccc(OC)cc2)cc1OC (stereo not given),i,i,i,i,i,i,-8,-1,i,3,i
COc1ccc(F)cc1C(=O)C1CCCN(C(=O)c2ocnc2C)C1 (stereo not given),i,i,i,i,i,i,-2,5,i,-2,i
CCN1CCN(c2sc(S(C)(=O)=O)nc2S(=O)(=O)c2ccc(Cl)cc2)CC1,i,i,i,i,i,i,-8,-2,i,1,i
COC(=O)C1C(=O)c2c([nH]c(C(=O)OC3CCCCC3)c2C)CC1C (stereo not given),i,i,i,i,i,i,-8,-10,i,1,i
COc1cc2c(cc1NC(=O)c1cc(-c3ccncc3)nc3ccc(C)cc13)oc1ccccc12,i,i,i,25*,i,i,-7,-3,i,-4,i
O=C(Nc1ccn(Cc2c(F)c(F)c(F)c(F)c2F)n1)c1cccc(Cn2cc([N+](=O)[O-])cn2)c1,i,i,i,i,i,i,-4,7,i,-5,i
CC1CN(C(=O)CCC(=O)NCCc2ccccc2)c2ccccc2O1 (stereo not given),i,i,i,i,i,i,-10,-8,i,-1,i
O=[N+]([O-])c1ccc(Cl)c(NC2=NCCCCC2)c1,i,i,i,i,i,i,-3,12,i,4,i

# A draw from above in order of molecular weight, ascending:
SMILES,KCNQ1 pot,ANO1 activ,KCNQ1 inh,TMEM16A inh,KCNK9 inh,RGS4 inh,hERG protect,SKKanGAS inh,KCNK3 block,HDAC3 inhib,RGS4 act
CCOC(=O)NC1Cc2ccccc2C1Sc1ccccn1 (stereo not given),i,i,i,i,i,i,-3,4,i,5,i
CCOC(=O)CCCn1nc(C)n2c(cc3sccc32)c1=O,i,i,i,i,i,i,-6,-10,i,-6,i
COc1ccc(OC)c(CNC(=O)CCn2c(=O)c3cccn3c3ccc(F)cc32)c1,i,i,i,i,i,i,-5,1,i,4,i

# Carrying on.
SMILES,KCNQ1 pot,ANO1 activ,KCNQ1 inh,TMEM16A inh,KCNK9 inh,RGS4 inh,hERG protect,SKKanGAS inh,KCNK3 block,HDAC3 inhib,RGS4 act
CCCCOC(=O)Nc1ccccc1C(=O)N1CCCC1,i,i,i,i,i,i,-8,-3,i,4,i
C/C(=N/N1CCN(Cc2ccccc2)CC1)c1ccc(Br)cc1,i,i,i,i,i,i,-8,-2,i,0,i
COc1cc(NCCCC(C)N)c2ncccc2c1 (stereo not given),i,i,i,·,i,i,-7,3,i,·,i
CCc1ccc2oc(C(=O)N3CCN(c4ccc(OC)cc4)CC3)cc(=O)c2c1,i,i,i,i,i,i,-2,6,i,-8,i
CC1(C)CC(=O)c2cn3ncnc3nc2C1,i,i,i,i,i,i,-11,1,i,4,i
COc1ccc(-c2nnc(NC(=O)CS(=O)(=O)c3ccc(F)cc3)o2)cc1,i,i,i,i,i,i,-8,27,i,1,i
COc1ccc(C)cc1NC(=O)C(OC(=O)CNC(=O)c1ccc(Br)cc1)c1ccccc1 (stereo not given),i,i,i,i,-10*,i,-7,5,i,15,i
O=C1CCCc2c1cc(C(=O)Nc1ccc(Br)cn1)c(=O)n2-c1ccccc1,i,i,i,i,i,i,-3,17,i,4,i
CN(CCc1ccccn1)Cc1ccc(Cl)c(Cl)c1,i,i,i,i,i,i,0,-11,i,3,i
O=C(c1ccccc1)c1ccc(-n2ccnc2)c([N+](=O)[O-])c1,i,i,i,i,i,i,-5,-6,i,-9,i
O=C(O)CCCC(=O)Nc1ccc(OCc2nc3ccccc3s2)cc1,i,i,i,i,i,i,-13,-4,i,0,i
CCOc1ccc(C2CC(=O)n3nc(C45CC6CC(CC(C6)C4)C5)nc3S2)cc1OC (stereo not given),i,i,i,i,i,i,-2,20,i,?,i
Cc1ccc(C)c(-n2cc(CN3CCNC(=O)CC3)c(-c3ccccc3)n2)c1,i,i,i,i,i,i,-6,2,i,0,i
O=C(O)COc1c(F)c(F)c(C(F)(F)F)c(F)c1F,i,i,i,i,i,i,-17,3,i,-6,i
O=C(CNC1CCCCC1)NN=C(c1ccccc1)c1ccccc1,i,i,i,i,i,i,-11,-2,i,·,i
COC(=O)c1[nH]c2c(c1C)C(=O)CC(c1ccc(C)cc1)C2 (stereo not given),i,i,i,i,i,i,-5,2,i,8,i
CCCCn1c(N)c(N(CCOC)C(=O)c2ccc(Cl)c(S(=O)(=O)N3CCCC3)c2)c(=O)[nH]c1=O,i,i,i,i,i,i,-13,29,i,3,i
Cn1nc(-c2ccc(Cl)cc2)c2cc(C(=O)N3CCN(c4ccccn4)CC3)sc21,i,i,i,i,i,i,-6,32,-13*,-2,i
COC(=O)/C=C/c1ccccc1S(=O)(=O)N(Cc1ccccc1)Cc1ccco1,i,i,i,i,-8.5*,i,-9,5,i,-6,i
CCN1CCCC1CNC(=O)CSc1cc(=O)n(CC)c2ccccc12 (stereo not given),i,i,i,i,i,i,-9,-7,i,2,i
O=C(NC(=S)Nc1ccc(C(F)(F)F)cc1)c1csnn1,141*,i,i,i,i,i,56*,12,i,-1,i
CC1CCN(C(NC(=O)c2ccco2)C(=O)c2ccccc2)CC1 (stereo not given),i,i,i,i,i,i,-17,-2,i,-8,i
C=CCc1cccc(/C=N/n2cnnc2)c1O,i,i,i,i,i,i,-5,-2,i,6,i
CCOc1ccc(S(=O)(=O)/N=C(/Nc2ccc(OC)cc2)c2ccccc2)cc1,i,i,i,i,i,i,-7,1,i,?,i
O=C(Nc1ccc(Cl)cc1F)c1cccc2ccccc12,i,i,i,i,i,i,-3,11,i,5,i
O=C1Oc2ccccc2C(=O)/C1=C\N1CCN(c2ccccc2)CC1,i,i,i,i,i,i,-11,11,i,3,i
CC1CCN(Cc2nnnn2CCCC(=O)NCC(C)(C)N2CCOCC2)CC1,i,i,i,i,i,i,-7,-5,i,?,i
O=C(Nn1cnnc1)c1cc(Br)ccc1Cl,i,i,i,i,i,i,-8,0,i,1,i
O=C(CSc1nc(-c2ccc(F)cc2)nc2c1Cc1ccccc1O2)Nc1cccc(C(=O)O)c1,i,i,i,·,i,i,-12,42,i,·,i
